# Compound activity from PubChem BioAssay.
# NCI-60 one-dose screen, 48 h, at 10 µM unless noted. Numbers give growth in % (100 = growth as untreated, 0 = no growth, -100 = all killed).
# SK-MEL-2: SK-MEL-2 melanoma; AID 1794763; hit rate 4.7% among 77,000
# MALME-3M: MALME-3M melanoma; hit rate 5.8% among 78,000
# HS 578T: HS 578T breast cancer; hit rate 4.1% among 78,000; AID 1794788
# LOX IMVI: LOX IMVI melanoma. AID 1794757. hit rate 7.4% among 79,000
# SK-MEL-28: SK-MEL-28 melanoma; hit rate 4.1% among 81,000; AID 1794761
# SK-MEL-5: SK-MEL-5 melanoma | hit rate 6.4% among 80,000 | AID 1794755
# UACC-257: UACC-257 melanoma. hit rate 4.4% among 78,000. AID 1794764
# T-47D: T-47D breast cancer; hit rate 5% among 79,000
# Numbers without * were called inactive; . = not tested or not shown; & = joins results of further samples; ! = repeats disagree. The calls were made as follows: active = growth percent below 10; inactive = the rest.
SMILES,SK-MEL-2,MALME-3M,HS 578T,LOX IMVI,SK-MEL-28,SK-MEL-5,UACC-257,T-47D
COc1ccc(-c2cc(-c3ccccc3)nc(SCCCC(=O)NO)n2)cc1OC,-1.5*,-3.7*,18,-62*,22,-70*,-18*,2.6*
Cc1ccc(-n2c(C3=C(O)c4ccccc4C3=O)nnc2-c2ccccc2)cc1,110,107,87,106,113,99,91,86
Cc1ccc(Nc2nc(Cl)nc3ncn(C)c23)c(C)c1,107,100,104,98,112,107,97,92
Cc1ccc(/C(=C/c2ccc([N+](=O)[O-])cc2)C(=O)O)cc1,95,102,102,105,110,100,103,98
Cc1ccc(-c2cc(-c3cccnc3)[nH]c(=O)c2C#N)s1,116,108,97,100,106,99,103,90
O=C(CCN1C(=O)/C(=C/c2ccc(O)cc2)SC1=S)Nc1ccccc1,111,95,93,98,97,101,104,104
O=C(c1cc(Cl)ccc1O)C(Br)C(Br)c1ccccc1 (stereo not given),102,103,99,97,115,97,112,73
COc1cccc(/C=C2\C=C(c3ccccc3)N(CCc3ccccc3)C2=O)c1,101,70,86,100,91,87,90,89
C=C(c1ccc(C(=O)O)cn1)c1cc2c(cc1C)C(C)(C)CCC2(C)C,84,77,70,87,97,71,84,82
O=C1S/C(=C\c2ccc(Br)cc2)C(=O)N1/N=C/c1ccc(Br)cc1,105,105,96,93,111,98,103,95
COc1ccc(NC(=O)Nc2sc3c(c2C#N)CCCC3)cc1,101,95,100,92,105,91,100,87
O=C(O)c1ccc(CSc2nc3ccccc3[nH]2)cc1,.,86,91,102,106,98,103,106
Cc1cc(Nc2ncn[nH]2)n2ncnc2n1,102,98,117,101,109,102,108,99
Nc1ccc(-c2ccc(F)cc2)cc1NC(=O)C1CCOCC1,89,59,92,98,90,96,53,68
NC(CSSCC(N)C(=O)O)C(=O)O (stereo not given),-8.6*,4.2*,50,18,19,.,5.8*,55
C[C@]12CC[C@H]3[C@@H](CC=C4C[C@@H](O)CC[C@@]43C)[C@@H]1CC(=O)C2,116,115,98,104,110,96,108,108
Cc1nc(Nc2ncc(C(=O)Nc3c(C)cccc3Cl)s2)cc(N2CCN(CCCNC(=O)COc3ccc(C4CCC(=O)NC4=O)cc3)CC2)n1 (stereo not given),109,92,-16*,-97*,89,74,78,64
COc1ccc(C2CCCCC2O)cc1 (stereo not given),109,108,.,92,98,.,104,84
CN(C)CC(O)CN1c2ccccc2Sc2ccc(Cl)cc21 (stereo not given),.,85,.,73,79,72,42,109
CCCC(=O)c1cc(O)c(O)cc1O,109,104,96,99,107,101,91,107
COc1cnc2c(c1)C(=O)c1c-2n(CCCNCCO)c(=O)c2ccncc12,-2.4*,-30*,24,-41*,-13*,-78*,-19*,-4.8*
CSc1ncnc(N)c1N,129,107,115,109,123,100,100,107
CC(=O)/C(=C/c1ccc(Cl)cc1)C(=O)c1ccccc1,.,103,.,-44*,95,94,.,83
C/C(=C\CCc1ccoc1)CC/C=C(\C)CCCCCC/C(C)=C/CC/C(C)=C/CCc1ccoc1,104,111,106,.,103,96,103,93
c1ccc(C2c3ccccc3C(c3ccccc3)(c3ccccc3)c3ccccc32)cc1,96,105,118,104,108,102,105,89
CCOC(=O)C1=C(C)NC(C)=C(C(=O)OCC)C1c1cccc([N+](=O)[O-])c1,107,99,88,103,103,97,98,93
c1cc2c3c(cccc3c1)NC(Cc1nc3ccccc3s1)=N2,87,106,96,87,101,95,93,74
O=C(Nc1cccc(Cl)c1)c1ccc2c(c1)nc(-c1ccccc1)n2C1CCCCC1,75,94,72,61,89,79,90,83
Cc1c(C(=O)C(SC(=S)N2CCCCC2)SC(=S)N2CCCCC2)nnn1-c1ccc([N+](=O)[O-])cc1,98,100,105,106,110,113,96,94
O=C(O)C1C2CC(C(Br)C2Br)C1C(=O)O (stereo not given),117&121,123&126,108&121,101&105,105&114,104,108&103,136&106
CC(C)(C)n1cc(-c2ccnc(NCCCNS(=O)(=O)c3ccc(Br)cc3)n2)c(-c2ccc(Cl)c(O)c2)n1,91,93,76,81,82,93,99,70
OCc1ccncc1,101,100,96,93,102,105,101,99
O=C(O)c1ccccc1C(=O)c1cc(Cl)cc(Cl)c1O,86,112,.,.,116,99,101,104
CSc1nc2nc3c(c(-c4ccc(Cl)cc4)c2c(=O)n1C)CCC/C3=C\c1ccc(Cl)cc1,111,143,124,.,99,96,104,93
Cc1cc(O)c(C(C)C)cc1NC(=O)Nc1cc(Cl)ccc1Cl,92,136,.,81,109,98,98,86
NCCS,133,107,109,102,126,.,113,107
CN(C)C(=S)SCN1C(=O)c2ccccc2C1=O,118,106,108,94,110,78,87,88
C=CCOC(=O)C1=C(C)NC2=C(C(=O)CC(c3ccc(Cl)cc3)C2)C1c1ccc(O)cc1 (stereo not given),99,108,60,104,98,77,89,90
CC1CCN(C(=S)SCC(=O)NC(=O)c2ccccc2)CC1,102,96,102,97,111,113,102,85
Cc1nc(Nc2ccc(NC(=S)Nc3ccccc3)cc2)nc2nc(NCc3ccccc3)[nH]c(=O)c12,90,86,66,93,100,108,104,78
Cc1nc(N)sc1C(=O)/C=C/c1ccc(F)cc1,100,100,92,91,98,88,80,83
COc1ccc(C=Nc2ccccc2C(=O)O)cc1,100,96,92,102,106,104,89,.
O=C1OC(=O)c2ccc3c4c(ccc1c24)C(=O)OC3=O,126,106,105,94,101,102,114,118
CC(CC(C#N)N(C)c1ccccc1)CC(C)(C)C (stereo not given),98,112,126,100,98,111,99,100
COc1cc(OC)c(S(=O)(=O)NNC(=O)c2ccncc2)cc1C1=NN(C(N)=S)C(c2ccc(Cl)cc2)C1 (stereo not given),125,101,88,.,112,100,104,114
O=C1C(=O)/C(=C/c2ccccc2)CCCCCC/C1=C/c1ccccc1,105,91,81,-74*,95,88,75,48
COc1ccc2c(=O)c(C)c(C(=O)N[C@@H](Cc3ccccc3)C(=O)C(N)=O)oc2c1,104,107,102,100,106,100,100,104
CC(=O)O[C@H]1CO[C@H]2[C@@H]1OC[C@@H]2Oc1ccnc(NCc2ccc(F)cc2)n1,111,102,108,102,113,.,107,108
O=C(Nc1ccc(NC(=O)c2ccccc2)c(S(=O)(=O)c2ccccc2)c1)c1ccccc1,78,102,99,99,108,92,85,.
O=C(CNc1nc(-c2ccccc2)cs1)Nc1ccc(Cl)cc1[N+](=O)[O-],-50*,-70*,-18*,-97*,-69*,-100*,-17*,-33*
O=C(/C(=C/c1ccc([N+](=O)[O-])cc1)SCc1ccccc1)c1ccc(Cl)cc1,85,85,76,33,95,73,90,48
O=C1/C(=C/c2ccccc2Br)COc2ccc(O)cc21,107,84,70,19,101,95,99,84
CS(=O)(=O)c1ccc(-c2cc(-c3nnc(SCC(=O)Nc4ccc(Cl)cc4)n3-c3ccccc3)c3ccccc3n2)cc1,112,100,86,91,100,83,96,75
C#CCOc1ccccc1/C=N/Nc1nc(-c2ccc(C#N)cc2)cs1,96,91,93,89,92,90,93,57
N#Cc1ncc(-c2ccc(C(F)(F)F)nc2)c(NC2CCCCCC2)n1,104,116,101,94,115,99,85,71
N=C(N)N(Cc1ccccc1)c1ccccc1,108,92,107,91,104,101,74,85
O=C1NC(=S)S/C1=C/c1ccc(/C=C2/SC(=S)NC2=O)cc1,91,95,103,94,104,104,110,87
Cc1ccc(Nn2c(SCC(=O)Nc3nc4ccccc4s3)nc(C)c2C)cc1,98,111,102,66,103,39,93,52
Cn1c(N)c(C(=O)/C=C/c2ccccc2)c(=O)n(C)c1=O,95,121,109,95,101,102,88,95
COc1cc2c(cc1OCCCOc1cc3c(cc1OC)C(=O)N1CCC[C@H]1C=N3)C=CC(C)(C)O2,88,152,46,70,33,66,84,63

# Other entries.
SMILES,SK-MEL-2,MALME-3M,HS 578T,LOX IMVI,SK-MEL-28,SK-MEL-5,UACC-257,T-47D
Cc1cccc(C(=N)c2ccccc2Cc2ccccc2)c1C,98,98,110,95,103,100,109,95
O=C(Nc1ncc(Cc2ccc(Br)cc2)s1)C1=NCCCN1,110,107,101,96,104,103,103,106
COC1=NCN=C2SC=C(N)N=C12,120,93,97,95,113,112,103,95
CCCCn1ccnc1,115,108,109,98,112,101,100,.
CC1(C)CC(=O)C2=C(C1)Oc1nc(N)c(C#N)c(N)c1C2c1ccc(F)cc1 (stereo not given),107,117,103,97,110,92,95,116
COc1cc(-c2nn(-c3cccc(F)c3)cc2CO)ccc1O,108,115,97,83,117,95,96,86
C[C@H]1O[C@@H](O[C@H]2[C@@H](O)C[C@H](O[C@H]3[C@@H](O)C[C@H](O[C@H]4CC[C@]5(C)C6CC[C@]7(C)[C@@H](C8=CC(=O)OC8)CC[C@]7(O)C6CC[C@@H]5C4)O[C@@H]3C)O[C@@H]2C)C[C@H](O)[C@@H]1O (stereo not given in full),-68*,-64*,-1.7*,-100*,-52*,-100*,-100*,-45*
S=c1nc[nH]c2c1ccc1[nH]cnc12,126,106,83,101,107,99,104,113
O=C(Nc1ccccc1O)c1ccc(CNc2ccnc(C(F)(F)F)c2)cc1,52,22,50,53,70,38,46,32
CCCCN1C(=O)c2cccc3c(-c4ccc5c(c4)ncn5C4CCCCC4)ccc(c23)C1=O,.,95,.,102,117,107,103,82
COc1ccc(-c2nnc(-c3ccc4c(c3)nc(-c3ccc(OC)cc3)n4C3CCCCC3)o2)cc1,94,111,98,97,113,59,113,60
Nc1cc(-c2cccc(OC(F)(F)F)c2)nc2ccc(N3CCCC3)cc12,12&38&12,-29*!,-0.4*!,2.1*!,-57*!,-15*,-42*!,88&100&99

# Grouped by structure, the entries above containing two or more sulfur atoms.
SMILES,SK-MEL-2,MALME-3M,HS 578T,LOX IMVI,SK-MEL-28,SK-MEL-5,UACC-257,T-47D
O=C(CCN1C(=O)/C(=C/c2ccc(O)cc2)SC1=S)Nc1ccccc1,111,95,93,98,97,101,104,104
NC(CSSCC(N)C(=O)O)C(=O)O (stereo not given),-8.6*,4.2*,50,18,19,.,5.8*,55
Cc1c(C(=O)C(SC(=S)N2CCCCC2)SC(=S)N2CCCCC2)nnn1-c1ccc([N+](=O)[O-])cc1,98,100,105,106,110,113,96,94
CN(C)C(=S)SCN1C(=O)c2ccccc2C1=O,118,106,108,94,110,78,87,88
CC1CCN(C(=S)SCC(=O)NC(=O)c2ccccc2)CC1,102,96,102,97,111,113,102,85
COc1cc(OC)c(S(=O)(=O)NNC(=O)c2ccncc2)cc1C1=NN(C(N)=S)C(c2ccc(Cl)cc2)C1 (stereo not given),125,101,88,.,112,100,104,114
CS(=O)(=O)c1ccc(-c2cc(-c3nnc(SCC(=O)Nc4ccc(Cl)cc4)n3-c3ccccc3)c3ccccc3n2)cc1,112,100,86,91,100,83,96,75
O=C1NC(=S)S/C1=C/c1ccc(/C=C2/SC(=S)NC2=O)cc1,91,95,103,94,104,104,110,87
Cc1ccc(Nn2c(SCC(=O)Nc3nc4ccccc4s3)nc(C)c2C)cc1,98,111,102,66,103,39,93,52

# Going on with the list.
SMILES,SK-MEL-2,MALME-3M,HS 578T,LOX IMVI,SK-MEL-28,SK-MEL-5,UACC-257,T-47D
O=C1c2ccccc2C(=O)c2c1cccc2N1CCCC1,141,92,96,89,117,79,119,58
CC1=NN(c2ccc(S(=O)(=O)O)cc2)C(=O)C1N=Nc1ccc(-c2ccc(N=Nc3ccc(O)c(C(=O)O)c3)c(C)c2)cc1C (stereo not given),.,77,98,93,110,99,108,96
Cc1ccc(O)c[n+]1[O-],109,109,110,101,102,100,96,110
COc1cc(/C(C)=C(\c2ccc(Cl)cc2)c2ccc(OCCN(C)C)cc2)ccc1F,104,-7.6*,72,38,65,44,-4.7*,61
O[C@H]1CO[C@H]2[C@@H]1OC[C@@H]2Oc1ccc(Nc2ncnc3ccsc23)cc1Cl,103,96,97,88,94,97,107,87
COc1ccc(/C=C2\Oc3cc(OCC(=O)c4ccc([N+](=O)[O-])cc4)ccc3C2=O)cc1,41,119,99,100,211,84,96,97
O=[N+]([O-])c1cccc2ncccc12,114,111,110,97,108,103,101,103
CC(=O)Nc1cccc(OCCCOc2cccc([N+](=O)[O-])c2)c1,122,.,102,102,131,104,115,159
CC1=C(C(=O)OC(C)C)C(c2cccc(C#N)c2)C(C(=O)OC(C)C)=C(C)N1,100,95,93,93,105,97,97,70
CCCCSc1n[nH]c(=S)c2nc[nH]c12,112,104,124,108,116,105,111,104
CC(C)OC(=O)NNC(=O)c1ccncc1,84,93,106,101,110,114,105,106
N#CC1=C(N)CC(=O)N1c1ccc(NC(=O)c2ccccc2-c2ccccc2C(=O)O)cc1,101,.,106,.,114,107,105,96
CNC(=O)c1cc(Oc2ccc3c(c2)sc2nc(-c4cc(C(F)(F)F)cc(C(F)(F)F)c4)cn23)ccn1,57,47,49,50,79,33,34,31
Nc1ccc(Nc2ccc(N)cc2S(=O)(=O)O)cc1,.,97,120,94,105,108,.,99
Cc1ccc(C2CC(c3ccc(NC(=O)Nc4ccccc4)cc3)=NN2c2ccc(S(C)(=O)=O)cc2)cc1 (stereo not given),-14*,-25*,21,-100*,-89*,-100*,34,12
Cc1ccc(Nc2cc(=O)[nH]c(N)n2)cc1C,110,103,98,106,95,99,107,113
Cc1cc(N)c2ccccc2[n+]1CCCCCCCCCC[n+]1c(C)cc(N)c2ccccc21,-20*,-16*!,35,-73*!,-26*,-100*,5.4*!,-12*
CNC(=O)c1cc(Oc2cccc3nc(Nc4ccc(F)c(F)c4)ccc23)ccn1,98,62,72,59,80,52,80,80
Nc1ccc(S(=O)(=O)Nc2ccsc2-c2nc(-c3ccccc3)no2)cc1,32,71,56,68,71,66,67,.

# Complete entries, quoted from the list:
# `Nc1ccc(Nc2ccc(N)cc2S(=O)(=O)O)cc1` is listed as SK-MEL-2 = .; MALME-3M = 97; HS 578T = 120; LOX IMVI = 94; SK-MEL-28 = 105; SK-MEL-5 = 108; UACC-257 = .; T-47D = 99
# `Nc1ccc(S(=O)(=O)Nc2ccsc2-c2nc(-c3ccccc3)no2)cc1` is listed as SK-MEL-2 = 32; MALME-3M = 71; HS 578T = 56; LOX IMVI = 68; SK-MEL-28 = 71; SK-MEL-5 = 66; UACC-257 = 67; T-47D = .
